# Source: PubChem BioAssay
# KDM4E inh: JMJD2E (human) inhibition; Potency, µM (titrated, usually from 57.1 µM), for the others: top-dose activity change, negative = inhibition, actives largely listed as inhibitors; hit rate 1.6% among 230,000; B2RXH2; JMJD2E catalytic domain, FDH-coupled NADH fluorescence (FDH is formaldehyde dehydrogenase); active = well fitted inhibition curve with a large enough effect, not every such curve was filed as active; inconclusive = small, poorly fitted or top-dose-only effect, or another doubt; inactive = no such curve, though single readings can be large or run the other way;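 also: 0% = wells with enzyme and -100% = buffer wells without enzyme; nearly all actives have a fitted effect of over 50% in size; many of its hits are not listed in these tables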
# Target sequence (B2RXH2 1-337 limits assumed): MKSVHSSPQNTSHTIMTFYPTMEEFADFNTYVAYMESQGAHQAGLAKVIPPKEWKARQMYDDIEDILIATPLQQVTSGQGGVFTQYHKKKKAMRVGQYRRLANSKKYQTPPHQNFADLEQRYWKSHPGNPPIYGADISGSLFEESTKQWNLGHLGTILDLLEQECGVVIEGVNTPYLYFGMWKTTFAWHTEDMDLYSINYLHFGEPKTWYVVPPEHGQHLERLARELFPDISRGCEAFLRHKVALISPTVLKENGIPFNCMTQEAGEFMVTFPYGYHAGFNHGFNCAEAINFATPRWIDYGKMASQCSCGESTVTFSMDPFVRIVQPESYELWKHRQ
# Tau fibril ThT: inhibitors of human tau fibril formation, thioflavin T binding; P10636; recombinant tau K18 P301L, heparin-induced fibrillization, ThT fluorescence; Potency, µM (series often up to 57.4 µM), for the others: top-dose activity, negative = inhibition, most hits filed as inhibitors; hit rate 2.1% among 270,000; AID 1460; also: % is scaled to controls: 0 for no effect and ±100 for the full control effect; nearly all actives have a fitted effect of over 55% in size
# Target sequence (P10636 561-689 P618L limits assumed): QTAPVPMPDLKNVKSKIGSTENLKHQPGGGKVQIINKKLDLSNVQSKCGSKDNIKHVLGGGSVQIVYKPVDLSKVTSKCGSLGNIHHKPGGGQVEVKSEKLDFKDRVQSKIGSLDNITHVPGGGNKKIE
#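 ThT emission at 510 nm, taken 1 hr after adding 30 uM dye, quantifies aggregates formed when 20 uM heparin acts on human tau K18 P301L for 6 hr at 37 C.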
# HttQ103 aggreg: mutant huntingtin aggregation inhibition; PC12 HttQ103-GFP aggregates, Acumen cytometry, 40 h; Potency, µM (top dose mostly 46.1 µM), inactives show at the highest dose activity change, negative = inhibition, most hits filed as inhibitors; hit rate 1.1% among 220,000; AID 1688; also: % is scaled to controls: 0 for no effect and ±100 for the full control effect; nearly all actives have a fitted effect of over 60% in size
#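 Huntingtin Q103 exon 1–GFP aggregates in induced PC12 cells (100 nM tebufenozide) were quantified by cytometry from lysates, with compounds dosed in titration.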
# HTT cytoprotect: Huntington cell model cytoprotection by ATP luminescence. hit rate 0.14% among 230,000. Potency, µM (doses to about 56.4 µM), for the others: cytoprotection (ATP increase), most hits filed as activators. PC12 HTT-Q103 induced, cytoprotection, ATP luminescence, 40 h;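 also: % of control where 0% means no effect; nearly all actives have a fitted effect of over 45% in size; toxic huntingtin expression switched on by the ecdysone agonist tebufenozide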
#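 PC12 cells stably carrying ecdysone-inducible Htt exon 1 (Q103)–GFP were induced with 100 nM tebufenozide (final) alongside library compounds in a dose series. Cytoprotection was scored as retained ATP by ATPlite luminescence.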
# ALDH1A1 inh: blocks purified human ALDH1A1 activity; Potency, µM (top dose mostly 75.3 µM), inactives show at the top dose activity, negative = inhibition, most hits filed as inhibitors; Purified ALDH1A1, NADH fluorescence, propionaldehyde substrate; hit rate 7.3% among 220,000; P00352; AID 1030; active = well fitted inhibition curve with a large enough effect, not every such curve was filed as active; inconclusive = small, poorly fitted or top-dose-only effect, or another doubt; inactive = no such curve, though single readings can be large or run the other way;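 also: plate controls were no enzyme wells and a reference inhibitor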
# Target sequence (P00352 whole entry, looked up): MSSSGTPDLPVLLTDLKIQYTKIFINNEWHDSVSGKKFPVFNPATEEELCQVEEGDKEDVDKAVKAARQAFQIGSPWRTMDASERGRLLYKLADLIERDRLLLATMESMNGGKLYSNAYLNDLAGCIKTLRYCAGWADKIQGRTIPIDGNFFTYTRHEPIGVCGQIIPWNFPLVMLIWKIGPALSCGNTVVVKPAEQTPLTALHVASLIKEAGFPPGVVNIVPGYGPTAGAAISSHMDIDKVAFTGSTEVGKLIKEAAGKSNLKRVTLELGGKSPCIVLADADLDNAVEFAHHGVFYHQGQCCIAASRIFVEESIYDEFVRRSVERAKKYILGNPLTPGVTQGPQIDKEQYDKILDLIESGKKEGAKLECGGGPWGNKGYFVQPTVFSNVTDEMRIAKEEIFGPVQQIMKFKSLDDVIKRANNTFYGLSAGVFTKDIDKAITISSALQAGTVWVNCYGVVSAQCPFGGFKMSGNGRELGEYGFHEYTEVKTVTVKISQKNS
# SMN2 splice up: SMN2 splice variant enhancement; HEK293 SMN2-luciferase splicing reporter, luminescence, 30-36 h; Potency, µM (top dose mostly 46.1 µM), for inactives: at the top dose activity change, positive = activation, usual class: activators; hit rate 2.8% among 210,000; also: % of control where 0% means no effect; nearly all actives have a fitted effect of over 55% in size
#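 qHTS luciferase splicing reporter: luminescence rises when SMN2 exon 7 is included in transfected HEK293 cells. Compound exposure lasted 30-36 h at 37C, with 4.5 mM final sodium butyrate as control, followed by a ONE-Glo read.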
# Tau fibril FP: tau fibrillization inhibition (FP); P10636; K18 P301L tau heparin fibrillization, Alexa594 FP, 6 h; Potency, µM (titrated, usually from 57.7 µM), without a hit: top-dose activity, negative = inhibition, usual class: inhibitors; hit rate 0.39% among 280,000; AID 1468; also: % is scaled to controls: 0 for no effect and ±100 for the full control effect; nearly all actives have a fitted effect of over 55% in size
#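 Compound effects on tau fibrillization are measured by Alexa 594 fluorescence polarization (ex 555, em 632 nm). K18 P301L tau is used at 15 uM with 0.24 uM labeled tracer, and 20 uM heparin induces aggregation over 6 hr at 37 C.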
# Tau fluor counter: counter-screen for tau fibril formation inhibitors | tau K18 P301L (four-repeat tau fragment) Alexa594 fluorescence, heparin fibrillization | Potency, µM (doses to about 57.7 µM), inactives show top-dose activity change, negative = decrease | hit rate 0.93% among 280,000 | AID 1463; also: % is scaled to controls: 0 for no effect and ±100 for the full control effect; nearly all actives have a fitted effect of over 55% in size
#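 Human K18 P301L tau (15 uM unlabeled plus 0.24 uM Alexa 594-labeled, final) in 100 mM sodium acetate pH 7 was mixed with compound and 20 uM heparin and incubated 6 hr at 37 C.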
# An asterisk follows results filed as active; ? = inconclusive; . = no result given; [ ] = dose if it differs, or a comment. Unless noted, calls follow the shape of the dose curve; as a rule, active = well fitted curve in the direction sought with a large enough effect; inconclusive = small, poorly fitted or top-dose-only effect, or another doubt; inactive = no such curve, though single readings can be large; an effect the other way counts as inactive or inconclusive. Potency is read from the fitted curve at half-maximal effect.
1. COc1nc(Oc2ccc(=O)n(-c3ccccc3)n2)nc(N(C)C)n1
2. O=C(CN1CC(=O)Nc2ccccc21)NCCc1ccc(Cl)cc1Cl
3. Cn1ncc2cc(NC(N)=S)ccc21
4. CCOC(=O)c1c(/N=C/C2=C(O)CCCC2=O)sc2c1CCCC2
5. NC(=O)N=Nc1c(O)[nH]c2ccc([N+](=O)[O-])cc12
6. COc1ccc(CCc2nc(-c3ccc(-n4cccc4)cc3)no2)cc1
7. CCOC(=O)c1ccc(NC(=S)N2CCN(S(C)(=O)=O)CC2)cc1
8. O=C(COc1ccc(Cl)cc1)NC1=NN(c2ccccc2)C(=O)C1
9. CC1CCCN(C(=O)CSc2nnc3n(C4CCCC4)c(=O)c4ccccc4n23)C1 (stereo unspecified)
10. CCc1cccc(C)c1NC(=S)NCc1ccc2[nH]c(C)cc2c1

assay / compound,1,2,3,4,5,6,7,8,9,10
SMN2 splice up,-2%,-31%[inhibitor],18%,.,.,-35%[inhibitor],1%,-3%,58%,-11%
Tau fibril ThT,0%,?,-2%,?,-15%,?,?,?,13%,-15%
HTT cytoprotect,.,10%,-34%[inhibitor],-9%[10 µM],-4%[10 µM],13%,-8%,14%[1.9 µM],7%,.
Tau fluor counter,4%,-14%,1%,-16%,-7%,-9%,-12%,-29%,3%,?
KDM4E inh,.,?,-22%,-4%,-27%,?,-4%,-5%,?,5%
Tau fibril FP,-10%,6%,-4%,1%,14%,-3%,-3%,-3%,-3%,13%
ALDH1A1 inh,.,?,3%,.,-1%,5%,-3%,5%,7.9µM*,4%
HttQ103 aggreg,.,4%,-6%,26%[9.22 µM],-4%[9.22 µM],-8%,-7%,11%,12%,21%

11. O=C(NNc1ccc(Cl)cc1)c1sccc1Cl
12. O=C(NC(C(=O)c1ccccc1)n1c(=O)cc[nH]c1=S)c1ccccc1 (stereo unspecified)
13. CCc1cccc2c(=O)c(C(=O)NCCCOC)c[nH]c12
14. COc1ccc(NC(=O)/C=C/c2ccc(Br)o2)cn1
15. O=C(OCc1ccccc1F)c1ccc2c(c1)-c1ccccc1C2=O
16. O=c1[nH]c(-c2ccccc2)c(-c2ccccc2)[nH]1
17. CCCCCCc1cc2cc(C(=O)Nc3cccc(OC)c3)c(=O)oc2cc1O
18. CCOC(=O)C1CCN(C(=O)Nc2ccc3nccnc3c2)CC1
19. CCOCCCNC(=O)CN(c1cc([N+](=O)[O-])ccc1OC)S(C)(=O)=O
20. CCOC(=O)C1C(=O)OC(C)(C)C1C(CC)C(=O)c1ccccc1 (stereo unspecified)

assay / compound,11,12,13,14,15,16,17,18,19,20
SMN2 splice up,.,20%,.,.,?,5%,-52%[inhibitor],-2%,.,5%
Tau fibril ThT,?,?,-9%,?,?,-17%,0%,-15%,-10%,0%
HTT cytoprotect,-5%[10 µM],-3%[10 µM],-11%[10 µM],-7%,-7%,-4%,-10%[10 µM],23%[1.9 µM],12%[10 µM],5%[10 µM]
Tau fluor counter,-8%,-3%,-12%,-21%,?,-15%,-11%,-7%,-11%,-2%
KDM4E inh,-23%,-2%,-12%,?,0%,?,?,?,-6%,-3%
Tau fibril FP,?,2%,-3%,-5%,9%,2%,-5%,-3%,-13%,-3%
ALDH1A1 inh,8.9µM*,?,2µM*,22µM*,0%,?,5%,?,2%,2%
HttQ103 aggreg,13%[9.22 µM],-5%,-3%[9.22 µM],5%,0.79µM*,-1%,-5%,-24%,9%[9.22 µM],2%

# A second format for some results above:
# Values run as follows: SMN2 splice up	Tau fibril ThT	HTT cytoprotect	Tau fluor counter	KDM4E inh	Tau fibril FP	ALDH1A1 inh	HttQ103 aggreg
(18) CCOC(=O)C1CCN(C(=O)Nc2ccc3nccnc3c2)CC1
→ -2%	-15%	23%[1.9 µM]	-7%	?	-3%	?	-24%
(16) O=c1[nH]c(-c2ccccc2)c(-c2ccccc2)[nH]1
→ 5%	-17%	-4%	-15%	?	2%	?	-1%
(19) CCOCCCNC(=O)CN(c1cc([N+](=O)[O-])ccc1OC)S(C)(=O)=O
→ .	-10%	12%[10 µM]	-11%	-6%	-13%	2%	9%[9.22 µM]
(15) O=C(OCc1ccccc1F)c1ccc2c(c1)-c1ccccc1C2=O
→ ?	?	-7%	?	0%	9%	0%	0.79µM*

# (next part)
21. CCOC(=O)c1cc2c(nc1NC(=S)Nc1ccccc1)CC(C)(CC)OC2 (stereo unspecified)
22. COc1ccc(N2CCN(CCCNC(=S)Nc3c(C)cccc3C)CC2)cc1
23. O=C(CSc1nccn1Cc1ccccc1)NCc1ccccc1
24. COC(=O)NCC(c1cccnc1)N1CCOCC1 (stereo unspecified)
25. S=C(NCC1CCCO1)NC1CCCC1 (stereo unspecified)
26. c1nc(N2CCN(Cc3ccc4c(c3)OCO4)CC2)c2[nH]cnc2n1
27. Cc1snc(S(=O)(=O)/C(C#N)=N/Nc2ccc(C(F)(F)F)cc2)c1C#N
28. CC(=O)Nc1sc(C)c(C)c1C(=O)OC1CCOC1=O (stereo unspecified)
29. CC(=O)Nc1ccc(-c2cc(C(=O)O)c3c(-c4ccccc4)[nH]nc3n2)cc1
30. CN1C(=O)CC(C(=O)Nc2ccccc2F)SC1=Nc1ccc2c(c1)OCO2 (stereo unspecified)

assay / compound,21,22,23,24,25,26,27,28,29,30
SMN2 splice up,-27%,-14%,-16%,-1%,5%,-20%,7%,26%,-6%,-5%
Tau fibril ThT,2%,-6%,-11%,-9%,-3%,-17%,?,-6%,0%,6%
HTT cytoprotect,7%[10 µM],-13%,-3%,-10%,.,-18%,-9%,19%,.,-19%
Tau fluor counter,4%,-12%,-7%,3%,-7%,-6%,-21%,3%,-7%,-11%
KDM4E inh,0%,3%,3%,?,15%,-6%,-3%,-10%,.,7%
Tau fibril FP,4%,-3%,1%,7%,-2%,2%,2%,-2%,-2%,-13%
ALDH1A1 inh,13µM*,-1%,-9%,?,0%,10%,3%,?,.,3%
HttQ103 aggreg,-5%,-5%,29%,-3%,-9%,-24%,-5%,-15%,.,1%

31. Cn1c(N)c(C(=O)COC(=O)C2=COCCO2)c(=O)n(C)c1=O
32. Cc1nn(CC(=O)NCCc2ccccc2)c(=O)c2ccccc12
33. COc1ccc(S(=O)(=O)N2CCN(C(=O)c3cnc(C)cn3)CC2)cc1
34. COc1cccc2cc(C(=O)c3ccc([N+](=O)[O-])cc3)oc12
35. C=CCOC(=O)C1=C[C@@H](c2coc3ccccc3c2=O)C[C@@H](OCc2ccc(CO)cc2)O1
36. Cc1ccc(C(=O)OCC(=O)Nc2ccccc2C(F)(F)F)cc1S(=O)(=O)N1CCOCC1
37. Cc1ccc(N=Nc2[nH]c3ccccc3c2O)cc1
38. COc1ccccc1N(CC(=O)NCCSc1ccccc1)S(C)(=O)=O
39. c1ccc(-c2ccc3c(c2)NCCN3)cc1
40. COCC(=O)Nc1nc2n(n1)C(c1ccccc1)CC(c1ccc(OC)cc1)N2 (stereo unspecified)

assay / compound,31,32,33,34,35,36,37,38,39,40
SMN2 splice up,-60%[inhibitor],-3%,-8%,14%,.,0%,13µM*,-7%,.,4%
Tau fibril ThT,-14%,-7%,-11%,1%,?,-13%,7%,-3%,?,-5%
HTT cytoprotect,2%,-5%,-8%[10 µM],5%,-3%[10 µM],9%,-11%[10 µM],-7%[10 µM],18%[10 µM],5%
Tau fluor counter,-9%,-6%,-3%,-8%,-18%,-11%,2%,3%,?,4%
KDM4E inh,6%,-2%,8%,9%,-13%,-4%,-4%,-1%,?,?
Tau fibril FP,-4%,-7%,6%,0%,3%,2%,-11%,6%,-2%,1%
ALDH1A1 inh,0%,-3%,1%,2%,?,-4%,?,6%,.,?
HttQ103 aggreg,8%[9.22 µM],12%,-5%,-5%,-8%[9.22 µM],-1%,-9%,6%,-15%[9.22 µM],-1%

41. O=C(CCn1ccc2ccccc21)NC1CCCc2ccccc21 (stereo unspecified)
42. Clc1cccc(Cl)c1COc1ccccc1CNn1cnnc1
43. Cc1cccc(/C=N\NC(=O)c2ccccc2-n2cccc2)c1
44. Cc1cc(C)c2cc(C#N)c(N3CCCC3)nc2c1
45. COc1ccc(C2CC(c3ccc(OC)c(OC)c3)=NN2S(C)(=O)=O)cc1 (stereo unspecified)
46. CC(C(=O)NCC1CCCO1)n1cccc1C(=O)c1ccccc1 (stereo unspecified)
47. CN(Cc1ccccc1)c1nc(-c2cccc([N+](=O)[O-])c2)nc2ccccc12
48. CCOc1cc(/C=C\c2[nH]c(=O)[nH]c(=O)c2[N+](=O)[O-])ccc1OC(C)CC (stereo unspecified)
49. CCCCn1c(N)c(N(CC)C(=O)c2cccc(OC)c2)c(=O)[nH]c1=O
50. COc1cc(C(=O)c2ccccc2)c(OC)cc1C(=O)Nc1ccc(O)cc1
51. CCOc1ccccc1NC(=O)C(OC(=O)c1ccccc1NS(=O)(=O)c1cccs1)c1ccccc1 (stereo unspecified)
52. O=C(CCn1nc(-c2ccccc2)c2ccccc2c1=O)N1CCN(c2ccccc2)CC1

assay / compound,41,42,43,44,45,46,47,48,49,50,51,52
SMN2 splice up,1%,-26%,-7%,-23%,.,-11%,-2%,-83%[inhibitor],?,-16%,-4%,-22%
Tau fibril ThT,-19%,-3%,-4%,-10%,-4%,-1%,-14%,?,-8%,-15%,5%,-22%
HTT cytoprotect,-2%,-50%[inhibitor],-22%,-17%,11%[10 µM],4%,-14%[10 µM],2.5µM*,-8%,-15%[10 µM],22%[10 µM],8%[0.074 µM]
Tau fluor counter,-20%,-3%,-13%,-4%,-4%,-4%,-28%,-15%,-3%,?,-13%,-15%
KDM4E inh,-1%,9%,6%,?,?,-1%,14%,0%,4%,-9%,?,0%
Tau fibril FP,?,11%,-2%,-3%,3%,-7%,-1%,5%,-3%,11%,-1%,0%
ALDH1A1 inh,3%,-6%,-6%,?,.,-5%,?,-2%,14%,-3%,-3%,22µM*
HttQ103 aggreg,-14%,0%,-1%,7%,3%[9.22 µM],10%,-8%,?,-9%,8%[9.22 µM],18%,-1%

# Looked up above:
# In Tau fibril ThT, entry 41 shows -19%
# In Tau fibril ThT, entry 50 shows -15%
# In Tau fibril ThT, entry 42 shows -3%
# In Tau fibril FP, entry 47 shows -1%
# In Tau fluor counter, entry 44 shows -4%

# Not all compounds are listed, so the mix of outcomes need not match the whole.
